# TROY signal inh = blocks TROY-dependent signaling in reporter cells | Q293 LMP1-TROYcd NF-kB luciferase reporter, 4 h | hit rate 0.98% among 360,000 | inhibition, % at 10 µM;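 active = compounds whose plate-normalised and pattern-corrected inhibition of the luciferase reporter signal at the single screening dose is 50% or more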
# LRH-1 inv ag = suppresses constitutive activity of human LRH-1; hit rate 0.13% among 360,000; AID 602396; HEK293T StAR-luciferase reporter, LRH-1 transfected, 24 h; O00482; inhibition, % at 3.6 µM;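 active = inhibition above the mean inhibition of all tested compounds plus 3 SD, cut at about 73% in these data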;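 note: 0% = DMSO wells and 100% = reporter-only cells lacking LRH-1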
# TWEAK Fn14 block = TWEAK-Fn14 signaling inhibition. inhibition, % at 10 µM. TWEAK-stimulated Fn14 reporter cells, luciferase luminescence, 8 h. AID 1159606. hit rate 2% among 360,000; in the data active = inhibition above about 50%
# SRC3 inh = human NCOA3 inhibition. hit rate 0.17% among 360,000. inhibition, % at 3.6 µM. AID 588352. HEK293 GAL4-SRC3 luciferase reporter, luminescence;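 active = inhibition above a per-campaign cutoff, the mean of all compounds plus 3 SD, cut at about 60% in these data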;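 note: 0% = DMSO-treated cells and 100% = gossypol-treated cells at 36 µM; higher means less SRC3-driven luciferase light from the GAL4 reporter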
# NOD2 RIPK2 PPI = blocks binding of human NOD2 to RIPK2; O43353; CHO BLA complementation NOD2-RIPK2, CCF4 ratio; inhibition, % at 4.98 µM; hit rate 0.38% among 360,000; AID 624267; in the data active = inhibition above about 21%;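 note: 0% = vehicle only and 100% = reference blocker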
# SRC1 inh = inhibitors of human steroid receptor coactivator 1 (SRC1). inhibition, % at 3.6 µM. AID 588354. Q15788. hit rate 0.12% among 360,000. HEK293 GAL4-SRC1 luciferase reporter, luminescence;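 active = inhibition above the campaign mean plus 3 SD, with each screening campaign given its own cutoff, cut at about 60% in these data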;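 note: 0% = DMSO treated cells and 100% = gossypol at 36 µM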
# TLR9-MyD88 block = TLR9-MyD88 interaction inhibition | CHO BLA complementation TLR9-MyD88, CCF4 FRET ratio | hit rate 0.21% among 340,000 | inhibition, % at 4.98 µM;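 active = inhibition above the mean over all tested compounds plus 3 SD, cut at about 21% in these data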;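 note: 0% = DMSO only wells and 100% = clavulanate BLA inhibitor control wells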
# NCOA2 inhibitor = inhibits human steroid receptor coactivator 2 | hit rate 0.17% among 370,000 | Q15596 | HEK293 GAL4-SRC2 luciferase reporter, luminescence | AID 651957 | inhibition, % at 9 µM;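 active = inhibition above the mean inhibition of all tested compounds plus 3 SD, set per campaign, cut at about 52% in these data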;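 note: 0% = DMSO treated cells and 100% = cells given Gossypol at 36 µM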
# NR2F2 inh = NR2F2 (human) inhibition, primary screen; AID 686940; hit rate 0.7% among 370,000; HEK293T NGFI-A luciferase reporter, luminescence; inhibition, % at 8.6 µM; P24468;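 active = inhibition above a per-plate cutoff, mean inhibition of test wells between control levels plus 3 SD, cut at about 38% in these data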;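 note: cells cotransfected with COUP-TFII expression vector driving the NGFI-A reporter; 0% = median of COUP-TF2 test wells and 100% = reporter-only cells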
# Granule exo inh = lytic granule exocytosis inhibition; hit rate 0.66% among 360,000; TALL-104 LAMP-1 surface exposure, flow cytometry; cells stimulated with thapsigargin and PMA; inhibition, % at 10 µM; AID 651702;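 active = inhibition above about 55%, limit read from the data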
# ABHD5 PLIN5 PPI = ABHD5-PLIN5 protein interaction inhibition; inhibition, % at 4 µM; Split G. princeps luciferase complementation, luminescence, 4 h; hit rate 0.78% among 360,000; Q00G26+Q8WTS1;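 active = inhibition above the mean inhibition across every tested compound plus 3 SD, cut at about 22% in these data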;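 note: 0% = DMSO only wells and the 100% control is not disclosed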
# Active calls of the source: *; . = no result given; & = joins results of further samples. A portion of the library. The share of hits here may be higher or lower than overall.
[1] CC(=O)NC(CC(=O)NCCCn1ccc2ccccc21)c1ccccc1 (stereo not given)
[2] O=C(CCc1ccccc1)NNC(=O)c1ccccn1
[3] O=C(/C=C/c1ccc(OC(F)F)cc1)OCC(=O)N1CCc2ccccc21
[4] CC1CCN(CCCn2c(=S)[nH]c3ccc(N4CCOCC4)cc3c2=O)CC1
[5] Cc1[nH][nH]c(=O)c1N=Nc1ccccc1Cl
[6] Cc1cccn2c(=O)c3cc(C(=O)NCC4CCCO4)c(=N)n(C4CCCC4)c3nc12 (stereo not given)
[7] Cc1ccc2nc(/C(C#N)=C\c3ccc(Oc4ccc([N+](=O)[O-])cn4)cc3)[nH]c2c1
[8] O=[N+]([O-])c1ccc(C2=CSC3=NCCN23)cc1
entry no.,1,2,3,4,5,6,7,8
TROY signal inh,9,11,-8,8,16,-13,-18,2
LRH-1 inv ag,7,-6,-2,-18,-15,10,-16,11
TWEAK Fn14 block,17,3,-4,-16,-24,1,-12,-2
SRC3 inh,-7,10,16,8,-16,-11,2,18
NOD2 RIPK2 PPI,-1,5,-3,0,10,1,3,6
SRC1 inh,-2,2,3,-13,1,-37,-13,-15
TLR9-MyD88 block,0,11,3,4,-3,-9,4,7
NCOA2 inhibitor,5,2,9,-49,-12,-8,-28,0
NR2F2 inh,-11,-8,9,3,4,-13,-4,15
Granule exo inh,6,-1,-7,0,5,0,-2,1
ABHD5 PLIN5 PPI,-1,2,-11,-7,-6,2,6,-6

[9] CSCc1nc2sc(C(=O)Nc3nc(C)cs3)c(C)c2c(=O)[nH]1
[10] COC(=O)C(CO)NC(=O)C1CCCN1C(=O)CNC(=O)OCc1ccccc1 (stereo not given)
[11] Cc1ccc(S(=O)(=O)N2[C@@H](c3cccc(Cl)c3)C(C(=O)OC(C)(C)C)=CC[C@H]2c2ccc(C(C)C)cc2)cc1
[12] Cc1cc(NC(=O)c2ccccc2F)nc2c1c(=O)oc1ccccc12
[13] COc1ccccc1CN1CC(C(=O)N2CCN(c3ccc(F)cc3)CC2)CC1=O (stereo not given)
[14] CC(NC(=O)Cc1ccsc1)c1ccc(Cl)cc1Cl (stereo not given)
[15] Cc1ccc(NS(=O)(=O)c2ccc(N/N=C/c3ccccc3OCC(=O)O)c([N+](=O)[O-])c2)c(C)c1
[16] COc1ccc(NC(=O)C2C3C=CC4(O3)C2C(=O)N(CCN2CCCCC2C)C4C(=O)NC2CCCCC2)cc1 (stereo not given)
entry no.,9,10,11,12,13,14,15,16
TROY signal inh,-11,-1,-11,-17,1,14,20,-6
LRH-1 inv ag,-81,11,2,12,15,9,-18,8
TWEAK Fn14 block,7,-11,21,-17,-13,-5,-5,1
SRC3 inh,-51,3,28,14,10,10,0,-7
NOD2 RIPK2 PPI,0,0,-6,-7,3,4,-4,-11
SRC1 inh,-52,2,30,-1,1,19,0,-12
TLR9-MyD88 block,7,-13,.,9,6,-16,2,-3
NCOA2 inhibitor,4,-4,-17,0,-11,-8,24,-34
NR2F2 inh,-7,2,4,2,-11,-13,-4,17
Granule exo inh,-1,-7,1,1,-5,-8,-1,3
ABHD5 PLIN5 PPI,-1,8,7,-8,0,0,5,2

# Random excerpt: 2 compounds from above.
[10] COC(=O)C(CO)NC(=O)C1CCCN1C(=O)CNC(=O)OCc1ccccc1 (stereo not given)
[13] COc1ccccc1CN1CC(C(=O)N2CCN(c3ccc(F)cc3)CC2)CC1=O (stereo not given)
entry no.,10,13
TROY signal inh,-1,1
LRH-1 inv ag,11,15
TWEAK Fn14 block,-11,-13
SRC3 inh,3,10
NOD2 RIPK2 PPI,0,3
SRC1 inh,2,1
TLR9-MyD88 block,-13,6
NCOA2 inhibitor,-4,-11
NR2F2 inh,2,-11
Granule exo inh,-7,-5
ABHD5 PLIN5 PPI,8,0

# Some entries already given, reduced to LRH-1 inv ag and NOD2 RIPK2 PPI.
item	mol	LRH-1 inv ag	NOD2 RIPK2 PPI
14	CC(NC(=O)Cc1ccsc1)c1ccc(Cl)cc1Cl (stereo not given)	9	4
11	Cc1ccc(S(=O)(=O)N2[C@@H](c3cccc(Cl)c3)C(C(=O)OC(C)(C)C)=CC[C@H]2c2ccc(C(C)C)cc2)cc1	2	-6
10	COC(=O)C(CO)NC(=O)C1CCCN1C(=O)CNC(=O)OCc1ccccc1 (stereo not given)	11	0
12	Cc1cc(NC(=O)c2ccccc2F)nc2c1c(=O)oc1ccccc12	12	-7
9	CSCc1nc2sc(C(=O)Nc3nc(C)cs3)c(C)c2c(=O)[nH]1	-81	0
13	COc1ccccc1CN1CC(C(=O)N2CCN(c3ccc(F)cc3)CC2)CC1=O (stereo not given)	15	3

# (continued)
[17] Cc1ccc(NC(=S)N2CCN(C3CCCCC3)CC2)cc1
[18] Cc1ccc(Cl)cc1N(CC(=O)N1CCOCC1)S(C)(=O)=O
[19] CCN(CC)C(=O)CSC1=C(C#N)C(c2ccco2)C(C(=O)OCCOC)=C(C)N1 (stereo not given)
[20] Cc1ccc(C(=O)Nc2ccc3c(c2)OCCO3)c(C)c1
[21] COc1ccc(OC)c(C2C(C(=O)c3ccc(C)o3)=C(O)C(=O)N2CCCN2CCOCC2)c1 (stereo not given)
[22] Cc1ccccc1NC(=O)CCC(=O)OCC(=O)c1ccc(-c2ccccc2)cc1
[23] COc1ccc2c(C(=O)NCCCCO)c(-c3ccc(S(C)(=O)=O)cc3)sc2c1
[24] Cc1ccccc1OCc1nnc(SCC(=O)O)n1-c1ccccc1
entry no.,17,18,19,20,21,22,23,24
TROY signal inh,15,6,18&-11,59*,-2,-32,5,2
LRH-1 inv ag,-7,7,-12&13,-78,19,24,6,10
TWEAK Fn14 block,14,7,4&-10,85*,12,-7,-16,8
SRC3 inh,-1,-10,-14&8,-21,-2,-1,0,5
NOD2 RIPK2 PPI,2,1,3&-6,-7,7,-10,-1,-3
SRC1 inh,2,-6,0&3,-22,13,-10,3,7
TLR9-MyD88 block,0,4,-11&-6,-4,-8,-5,-1,-13
NCOA2 inhibitor,9,0,7&-15,21,-14,-1,-12,4
NR2F2 inh,-10,-12,-8&-4,25,-3,15,4,-15
Granule exo inh,1,-6,-1&-7,-2,6,-3,1,2
ABHD5 PLIN5 PPI,-2,0,-5&0,-6,8,3,4,1

[25] Cc1nnc(SCC(=O)N2c3ccccc3Sc3ccccc32)n1N
[26] CCN(CC)C(=O)CSc1nnc(-c2c[nH]c3ccccc23)o1
[27] CC(C)Oc1ccc(S(=O)(=O)N2CCOCC2)cc1NC(=O)CC1CC2CCC1C2 (stereo not given)
[28] COc1cccc(NC(=O)CSc2nnc3c(n2)[nH]c2ccc(C)cc23)c1
[29] COc1ccc(C)cc1S(=O)(=O)Nc1cc(Cl)ccc1Cl
[30] COc1cccc(CN2CCN(Cc3cccc(Oc4ccccc4)c3)CC2)c1OC
[31] CC(=O)c1sc2nc(=O)c(C)nn2c1C
[32] O=c1[nH][nH]c(-c2ccccc2)c1C=Nc1ccc(OC(F)(F)F)cc1
entry no.,25,26,27,28,29,30,31,32
TROY signal inh,-1,-35,-7,7,3,12,13,13
LRH-1 inv ag,-8,-27,-13,14,-4,6,-4,19
TWEAK Fn14 block,1,-16,14,-2,9,-25,15,8
SRC3 inh,6,-38,8,-5,13,6,-19,9
NOD2 RIPK2 PPI,0,13,-10,-8,-3,-4,0,0
SRC1 inh,4,-34,15,-5,-4,12,5,12
TLR9-MyD88 block,5,10,1,10,7,-11,-6,-1
NCOA2 inhibitor,17,-30,6,-22,-12,17,-14,-37
NR2F2 inh,-12,-4,4,-3,9,-8,-18,-11
Granule exo inh,-3,-11,8,-11,0,45,8,17
ABHD5 PLIN5 PPI,0,-5,-2,7,-6,1,-7,-3

[33] C#CCOCCOCCOCCNc1nc(N2CCN(C(=O)Cn3cc(CCO)nn3)CC2)nc(N2CCN(C(=O)[C@H](CCCCN)n3cc(CC(C)O)nn3)CC2)n1 (stereo not given in full)
[34] O=C(CN(CCc1ccccc1)C(=O)c1csnn1)NC1CCCC1
[35] Cc1nn(-c2cccc(Cl)c2)c2c1C(c1cccnc1)C(C#N)=C(N)O2 (stereo not given)
[36] Cc1nonc1NC(=O)Nc1cccnc1
[37] Cc1cccc(CN2[C@H](COCc3ccccc3)C=CS2(=O)=O)c1
[38] NC(=S)NNC(=O)Nc1cccc(Cl)c1
[39] CCOc1ccc(N2C(=O)c3cccnc3C2Nc2ccc(OC)cc2)cc1 (stereo not given)
[40] O=c1[nH]c(=S)[nH]c2c1[C@H](CCc1cccc(Cl)c1)O[C@H](C1CC1)C2
entry no.,33,34,35,36,37,38,39,40
TROY signal inh,-5,12,13,-5,11,-4,-24,-5
LRH-1 inv ag,-11,9,-20,-18,12,-12,-2,-39
TWEAK Fn14 block,2,9,7,-7,-4,-3,-3,-8
SRC3 inh,-14,5,4,5,12,10,-2,.
NOD2 RIPK2 PPI,-7,3,1,-5,-7,2,1,2
SRC1 inh,-2,0,4,10,3,-5,-11,.
TLR9-MyD88 block,-1,0,-9,-4,.,4,-1,.
NCOA2 inhibitor,-5,-2,0,-14,2,7,-17,19
NR2F2 inh,12,3,16,-5,15,5,4,-10
Granule exo inh,26,2,1,-3,-4,0,0,-7
ABHD5 PLIN5 PPI,6,-3,-26,5,-12,-9,-4,-9

[41] Cc1cc(Cl)ccc1OCC(=O)Nc1nc(-c2cccs2)cs1
[42] ClC(Cl)(Cl)c1nc(N/N=C/c2ccncc2)c2ccccc2n1
[43] Cc1ccc2cccc(OC(=O)c3c(F)cccc3Cl)c2n1
[44] CC(Sc1nnc(-c2ccco2)n1C)C(=O)NC1CCCC1 (stereo not given)
[45] CN(C)c1cccc(NC(=O)c2ccco2)c1
[46] COC(=O)Cc1c(C(=O)OC)nnn1-c1ccc(OC)cc1
[47] O=C(N=C1SC2CS(=O)(=O)CC2N1Cc1ccccc1Cl)C1CC1 (stereo not given)
[48] CCOC(=O)c1sc(NC(=O)CSc2nccn2C)nc1C
entry no.,41,42,43,44,45,46,47,48
TROY signal inh,5,28,-8,-12,9,-10,5,-51
LRH-1 inv ag,-10,10,5,-8,27,-6,-1,-62
TWEAK Fn14 block,18,17,-4,-2,-1,-1,4,-26
SRC3 inh,15,6,8,21,-13,20,9,-62
NOD2 RIPK2 PPI,8,4,-2,-1,-3,-2,14,-12
SRC1 inh,2,-14,5,-18,6,12,-1,-56
TLR9-MyD88 block,-9,-7,.,2,3,-3,7,0
NCOA2 inhibitor,1,-25,-15,2,8,6,4,-26
NR2F2 inh,-14,-20,-9,-1,4,4,19,-44
Granule exo inh,-1,0,-3,0,-2,-2,-6,2
ABHD5 PLIN5 PPI,-4,-1,-11,7,3,-10,2,-4

[49] Cn1nnnc1SCC(=O)NC1CCCC1
[50] OCCN1CN=C(Nc2nc3ccccc3o2)NC1
[51] C=CCC1CCCC(=O)N2CC[C@H](O)C12 (stereo not given in full)
[52] CN1CC[C@@H]2C(=O)N3CCc4ccc(-c5ccc6c(c5)OCO6)cc4[C@@H]3C[C@@H]21
entry no.,49,50,51,52
TROY signal inh,-8,-14,12,-22
LRH-1 inv ag,-9,-10,-6,-12
TWEAK Fn14 block,14,-3,21,18
SRC3 inh,-1,-18,-19,-23
NOD2 RIPK2 PPI,-14,-90,-10,-9
SRC1 inh,13,-13,3,-10
TLR9-MyD88 block,5,-6,-11,-14
NCOA2 inhibitor,-1,-13,-5,-7
NR2F2 inh,-1,9,3,-3
Granule exo inh,-7,-1,-1,0
ABHD5 PLIN5 PPI,1,-1,-9,-9
